GIRK2 act: Activators of human GIRK2-containing channels; 34,000 tested, under 10 active; HEK293 GIRK2/NPY4 cells, thallium flux fluorescence; P48051; AID 1259324; activation (% efficacy), % for hits at 37.5 µM;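 active means primary screen hit, no activity in plain HEK293 cells, and in GIRK2-only cells above 5% efficacy rising with concentration; inactive means the rest, including fluorescent compounds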;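 further: efficacy is normalized control-subtracted fluorescence 15 s after thallium addition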
Target sequence (P48051 whole entry, looked up): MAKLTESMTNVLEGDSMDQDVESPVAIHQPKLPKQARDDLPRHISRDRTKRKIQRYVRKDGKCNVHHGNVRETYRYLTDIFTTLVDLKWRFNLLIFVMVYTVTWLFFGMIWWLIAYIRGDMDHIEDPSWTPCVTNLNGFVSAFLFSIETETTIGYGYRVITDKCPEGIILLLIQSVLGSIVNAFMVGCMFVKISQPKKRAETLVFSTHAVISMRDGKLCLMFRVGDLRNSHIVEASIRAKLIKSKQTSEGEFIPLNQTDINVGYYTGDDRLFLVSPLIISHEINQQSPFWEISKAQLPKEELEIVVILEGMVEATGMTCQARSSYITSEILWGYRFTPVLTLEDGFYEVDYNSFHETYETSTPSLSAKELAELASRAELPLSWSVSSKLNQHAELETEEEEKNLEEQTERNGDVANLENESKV
Calls only; i = inactive. These rows are one share of the data (hit frequency here may not be typical).

| compound | GIRK2 act |
| --- | --- |
| CN1C(=O)N(C)C2(CCN(C(=O)c3ccc(C(C)(C)C)cc3)CC2)C1=O | i |
| COc1ccc(N2CCN(C(=O)c3ccc4ccccc4c3)CC2)nn1 | i |
| COc1ccc(N2CCN(C(=O)C(C)Oc3ccccc3)CC2)nn1 (configuration not stated) | i |
| CC1CCN(S(=O)(=O)c2ccc3nn(Cc4ccccc4Cl)c(=O)n3c2)CC1 | i |
| CCN1C(=O)CCc2cc(NC(=O)Nc3cc(OC)cc(OC)c3)ccc21 | i |
| COCCn1nnn(-c2ccc(NC(=O)c3ccc4nsnc4c3)cc2)c1=O | i |
| COc1ccc(CCS(=O)(=O)N2CCC(c3cccs3)CC2)cc1 | i |
| O=S(=O)(NCC1CCN(c2ncccn2)CC1)c1ccc2c(c1)OCCO2 | i |
| CCOc1ccccc1NC(=O)Cn1c2ccccc2c2ncn(Cc3ccc(OC)cc3)c(=O)c21 | i |
| Cc1nnsc1C(=O)NCC#CCN1CCc2ccccc2C1 | i |
| COc1ccc(OC)c(S(=O)(=O)Nc2ccc(CC(=O)NC3CC3)cc2)c1 | i |
| O=C(Nc1ccc2cn[nH]c2c1)C1CN(c2nc3c(C(F)(F)F)cccc3s2)C1 | i |
| O=C(NCc1ccc(F)cc1)N(Cc1ccsc1)Cc1ccccn1 | i |
| Cc1onc(-c2ccccc2Cl)c1C(=O)NCC1CCN(Cc2ccco2)CC1 | i |
| O=C(NCCn1nc(-c2ccco2)ccc1=O)Nc1ccc(F)cc1 | i |
| COc1cc(NC(=O)Nc2cccc(N3CCCS3(=O)=O)c2)cc(OC)c1 | i |
| COc1ccc(CNC(=O)N2CCN(Cc3nc(-c4ccc(F)cc4)cs3)CC2)cc1 | i |
| COCCNC(=O)C1CCN(c2cc(Sc3cc(C)ccc3C)ncn2)CC1 | i |
| COc1ccc(-c2cc(C(=O)NC3CCCCC3)c3c(C)nn(C4CCS(=O)(=O)C4)c3n2)cc1 (configuration not stated) | i |
| O=C(NCCCn1nc(-c2cccnc2)ccc1=O)c1ccc(Cl)cc1 | i |
| COCCNC(=O)C(=O)NCC1CCN(Cc2ccccc2SC)CC1 | i |
| CC1(C)SCC(C(=O)O)NC1=O (configuration not stated) | i |
| COc1ccccc1-c1nnc2ccc(OCCNC(=O)c3ccc(F)cc3)nn12 | i |
| Cc1cc(C)c(C(=O)NCC2CCN(Cc3ccco3)CC2)c(C)c1 | i |
| COc1ccc(OCC(=O)NCCOc2ccc(F)cc2)cc1 | i |
| C=CCN1CC(c2nc3ccccc3n2CC(O)COc2ccccc2C)CC1=O (configuration not stated) | i |
| O=C(Cc1ccc([N+](=O)[O-])cc1)N/N=C\c1ccncc1 | i |
| Cc1cc(C)c(S(=O)(=O)NCCCN2CCOC(c3ccccc3)C2)cc1C (configuration not stated) | i |
| CCCS(=O)(=O)NCC1CC(=O)N(Cc2ccc(F)cc2)C1 (configuration not stated) | i |
| Cc1cc(C)n(-c2cc(NCCNS(=O)(=O)c3ccc4cccc5c4c3CC5)ncn2)n1 | i |
| Cc1ccc([N+](=O)[O-])cc1NC(=O)Cc1cc(-c2ccc(F)cc2)on1 | i |
| CN(C)C(CNC(=O)C(=O)Nc1cccc([N+](=O)[O-])c1)c1ccco1 (configuration not stated) | i |
| COc1ccc(C(=O)NCC2(O)CCCC2)cc1OC | i |
| COc1cccc(C(=O)NCCCn2cccc2)c1 | i |
| COc1ccccc1NC(=O)C(=O)NCC(c1ccco1)N(C)C (configuration not stated) | i |
| NS(=O)(=O)c1ccc(CCNC(=O)CCc2csc(NC(=O)c3ccco3)n2)cc1 | i |
| O=C(c1ccc(F)cc1F)N1CCN(c2nccn2-c2cccc(Cl)c2)CC1 | i |
| Cc1ccc(NC(=O)C(=O)Nc2cc(F)ccc2F)cc1N1CCCC1=O | i |
| COc1ccc(-c2nc(S(=O)(=O)c3ccccc3)c(NCCN3CCOCC3)o2)cc1 | i |
| COc1ccccc1-c1cnn2c(NCCOCCO)cc(C)nc12 | i |
| CCOc1ccc2ccccc2c1C(=O)NCCc1ccsc1 | i |
| O=C(Nc1ccccc1F)N1CCCN(CCn2cccn2)CC1 | i |
| O=C(Nc1ccc2ncsc2c1)c1ccc(N2C(=O)CCC2=O)cc1 | i |
| COc1cccc(CNC(=O)CSc2nc(=O)n(N3CCN(C)CC3)c3c2CCCC3)c1 | i |
| CCOc1ccc(-c2ccc(=O)n(CC(=O)Nc3cc(C(F)(F)F)ccc3Cl)n2)cc1 | i |
| O=C(Nc1c(F)cccc1F)N(Cc1ccsc1)Cc1ccccn1 | i |
| Cn1c(C(F)(F)F)nn(CCNC(=O)c2cccc(-n3cnnn3)c2)c1=O | i |
| O=C(CSc1ccc(NC(=O)C2CC2)nn1)NCc1ccccc1Cl | i |
| COc1cccc(NC(=O)Nc2c(C)nc3sccn3c2=O)c1 | i |
| O=C(c1cccs1)N1CCN(c2ccc(-c3ccccc3)nn2)CC1 | i |
| Cc1ccccc1-c1nnc(SCC(=O)N2CCOCC2)o1 | i |
| COCCn1c(-n2nc(C)cc2C)nc2c1c(=O)n(Cc1cccc(C)c1)c(=O)n2C | i |
| O=C(CCSc1ccccc1)N1CCC(Cn2cccn2)CC1 | i |
| CC(C)Oc1ccc(C(=O)NCC2CCN(C3CCCC3)CC2)cc1 | i |
| Cc1ccnc(Nc2ccc(NCCNC(=O)Nc3ccc(F)c(Cl)c3)nn2)c1 | i |
| O=C(CSc1nnc2ccc(C(=O)NCc3ccccc3)cn12)Nc1ccc(Cl)cc1F | i |
| O=c1nc(SCc2cccc3ccccc23)c2c(n1CCO)CCC2 | i |
| Cc1cc(C)c(C(=O)Nc2ccc(OC(C)C)cc2)c(C)c1 | i |
| O=C(NCC1CCN(Cc2ccco2)CC1)C(=O)Nc1ccc2c(c1)OCCO2 | i |
| CC(C)(C)n1ncc2c(=O)n(NC(=O)COc3ccccc3)cnc21 | i |

Remaining list, next part:
| compound | GIRK2 act |
| --- | --- |
| CC(=O)Nc1ccc(S(=O)(=O)NCC#CCN2CCc3ccccc3C2)cc1 | i |
| COCC(=O)Nc1ccc(Nc2cc(-n3cccn3)nc(C)n2)cc1 | i |
| COc1cccc(C(CNC(=O)Nc2ccccc2)N2CCOCC2)c1 (configuration not stated) | i |
| CCN(Cc1ccccc1)S(=O)(=O)CCNC(=O)c1ccc(OC)cc1 | i |
| O=C1CCCCN1c1ccc(NS(=O)(=O)c2ccccc2Cl)cc1 | i |
| COc1ccc(S(=O)(=O)NCC2(c3cccs3)CCCC2)c(C)c1 | i |
| O=C(NCC1COC2(CCCC2)O1)C(=O)Nc1ccccc1[N+](=O)[O-] (configuration not stated) | i |
| O=[N+]([O-])c1ccc(S(=O)(=O)N2CCN(c3ccc(NCC4CCCO4)nn3)CC2)cc1 (configuration not stated) | i |
| COCCNC(=O)N1CCC(c2cccs2)CC1 | i |
| CCOc1ccc(S(=O)(=O)NCC2CCN(CCOC)CC2)cc1C | i |
| CCCCOc1ccc(NC(=O)N(Cc2ccccn2)Cc2ccco2)cc1 | i |
| CSc1ccccc1CN1CCC(CNC(=O)c2ccccn2)CC1 | i |
| CCS(=O)(=O)Nc1ccc2c(c1)C(=O)N1CCCCC1CCO2 (configuration not stated) | i |
| COc1cc(OC)cc(-c2noc(Cn3ccn4nc(-c5ccc(C)c(C)c5)cc4c3=O)n2)c1 | i |
| O=C(NCc1ccc2c(c1)OCO2)C1CN(c2nc3c(F)cccc3s2)C1 | i |
| Cc1cc(C(=O)N2CCN(CCNC(=O)c3cc(=O)c4ccccc4o3)CC2)no1 | i |
| CCCCNC(=O)Cn1cnc(-c2ccc(Cl)cc2)cc1=O | i |
| O=C(CCSc1ccc(Cl)cc1)Nc1nnc(Cc2cccs2)o1 | i |
| Cn1cccc1C(CNC(=O)C(=O)Nc1ccc2c(c1)OCO2)N1CCOCC1 (configuration not stated) | i |
| Cc1cc(C)cc(C(=O)NCC2CCN(C3CCCC3)CC2)c1 | i |
| COc1ccc(-c2nc(COC(=O)c3nnn(-c4ccc(OC)c(Cl)c4)c3C)c(C)o2)cc1 | i |
| Cc1c(Nc2nnnc3c2cnn3-c2ccccc2)c(=O)n(-c2ccccc2)n1C | i |
| COC(=O)c1sccc1S(=O)(=O)N(CC(=O)NCc1ccc(C)cc1)c1ccc(Cl)cc1 | i |
| CCOC(=O)N1CCC(c2nnc(Cc3ccc(OC)cc3)s2)CC1 | i |
| CCOc1ccc(OCCNC(=O)c2ccccc2C)cc1 | i |
| COC(=O)N1CCC(CNC(=O)C2CC2)CC1 | i |
| Cc1ccc(NC(=O)C(=O)NCC2(c3cccs3)CCCC2)cc1Cl | i |
| COc1ccccc1NC(=O)N1CCC(CNC(=O)c2ccccc2C(F)(F)F)CC1 | i |
| O=S(=O)(c1ccccc1F)N1CCC(c2cccs2)CC1 | i |
| COc1ccc(CC(=O)Nc2nnc(-c3cc(C)n(C)n3)o2)cc1 | i |
| O=C(NCCS(=O)(=O)N1CCN(CCc2ccccc2)CC1)C1CCCC1 | i |
| COc1ccc(N(Cc2ccccc2F)S(=O)(=O)c2ccc3nnc(C)n3c2)cc1 | i |
| COC(=O)c1ccc(S(=O)(=O)NCc2cnn3ccccc23)cc1 | i |
| O=C(CSc1nccnc1N1CCSCC1)Nc1ccc(Cl)cc1C(F)(F)F | i |
| Cc1ccc(C2=NC(C)(C)N=C2SCC(=O)Nc2ccccc2)cc1 | i |
| O=C(NCC1(O)CCCC1)NC1CCCCC1 | i |
| CN(C)C(CNC(=O)c1cccc2ccccc12)c1cccs1 (configuration not stated) | i |
| COc1ccc(NC(=O)COc2ccc(F)cc2)cc1N1CCCCC1=O | i |
| O=C(CSc1ccc(NC(=O)c2ccccc2)nn1)Nc1ccc(F)cc1F | i |
| COc1ccccc1CN1CCc2nc(SCC(=O)Nc3cccc(Cl)c3)[nH]c(=O)c2C1 | i |
| COc1ccc(S(=O)(=O)Nc2ccc(CC(=O)N3CCOCC3)cc2)cc1OC | i |
| CC1CN(C)CCN1CC1CCN(C(=O)c2ccc(F)cc2F)CC1 (configuration not stated) | i |
| CCOC(=O)c1ccc(S(=O)(=O)NCCOc2ccc(-c3ccccc3)nn2)cc1 | i |
| O=C(Cn1nc(-n2cccn2)ccc1=O)Nc1ccc(F)c(Cl)c1 | i |
| Cn1c(=O)c2cc(C(=O)NCCCN3CCCC3=O)sc2n(C)c1=O | i |
| O=C(Nc1c2c(nn1-c1ccccc1)CS(=O)(=O)C2)C(=O)NC1CCCC1 | i |
| Cc1cc(NCCN2CCOCC2)n2nc(C(F)(F)F)c(-c3ccccc3)c2n1 | i |
| COc1cc(Cl)c(C)cc1NC(=O)Cn1c(C)nc2c(sc3cccc(F)c32)c1=O | i |
| Cc1ccc(-n2nc3c(c2NC(=O)C(=O)NCc2ccc(F)cc2)CS(=O)(=O)C3)c(C)c1 | i |
| Cn1nccc1-c1nnc(NC(=O)c2cc(Cl)ccc2Cl)o1 | i |
| CCOC(=O)N1CCN(CC(O)COCc2cc(OC)c(OC)c(OC)c2)CC1 (configuration not stated) | i |
| O=S(=O)(NCCCN1CCOCC1)c1cccc2cnccc12 | i |
| COc1ccc(-c2cc(CC(=O)Nc3ccccc3C)no2)cc1 | i |
| CCCc1c(C(=O)Nc2ccccc2F)nnn1-c1ccc(C)cc1 | i |
| O=C(OCN1C(=O)c2ccccc2C1=O)c1ccco1 | i |
| O=C(NCCn1ncc2c(N3CCN(c4ncccn4)CC3)ncnc21)C1CC1 | i |
| Cc1cc(N(C)C)nc(NCCNC(=O)Nc2cccc(F)c2C)n1 | i |
| CCCCOc1ccc(C(=O)Nc2nnc(-c3ccc(OC)c(OC)c3)o2)cc1 | i |
| Cc1ccccc1OCC(=O)Nc1ccc(-n2nncc2C)cc1 | i |
| O=C(NCCCN1CCOCC1)C(=O)Nc1cccc([N+](=O)[O-])c1 | i |

Following part
| compound | GIRK2 act |
| --- | --- |
| COc1ccccc1CC(=O)Nc1cccc(-c2cn3ccsc3n2)c1 | i |
| CCN(C(=O)c1cc(N2C(=O)CCS2(=O)=O)ccc1Cl)C1CCS(=O)(=O)C1 (configuration not stated) | i |
| CC(C)Oc1ccc(C(=O)NCC(O)(c2cccs2)C2CC2)cc1 (configuration not stated) | i |
| CCC(=O)NCCOc1ccc(-c2cccs2)nn1 | i |
| O=C(c1ccc(Cl)nc1)N1CCN(c2ccc(-c3ccccc3)nn2)CC1 | i |
| Cc1cnc2c(c1SCC(=O)Nc1cccc3ccccc13)c(=O)n(C)c(=O)n2C | i |
| COc1ccc(NC(=O)c2cccc(S(=O)(=O)C(C)C)c2)c([N+](=O)[O-])c1 | i |
| CCn1ccnc1N1CCN(C(=O)COC)CC1 | i |
| COC(=O)c1ccc(NC(=O)C(=O)NCCN2CCOC(c3ccccc3)C2)cc1 (configuration not stated) | i |
| Cc1cc(C(=O)N(CCCN2CCOCC2)c2nc3c(C)ccc(C)c3s2)on1 | i |
| CCCc1cc(=O)n(CC(=O)N2CCN(CC)CC2)cn1 | i |
| Cc1ccc(-n2nc3c(c2NC(=O)C(=O)NCc2ccc(F)cc2)CS(=O)(=O)C3)cc1 | i |
| Cc1c(Cl)cccc1NC(=O)N1CCN(c2ccc(Nc3ccncc3)nn2)CC1 | i |
| Cc1onc(-c2ccccc2Cl)c1C(=O)NCC1CCN(Cc2cccs2)CC1 | i |
| Cc1ccc(S(=O)(=O)CCCC(=O)N(CCN(C)C)c2nc3ccc([N+](=O)[O-])cc3s2)cc1 | i |
| CC(C)(C)c1ccc(S(=O)(=O)NCC2CCN(Cc3ccco3)CC2)cc1 | i |
| CCOc1nn(CC)cc1-c1nnc(SCc2ccccn2)n1CC | i |

Molecules listed so far with a CF3 group (6):
| compound | GIRK2 act |
| --- | --- |
| O=C(Nc1ccc2cn[nH]c2c1)C1CN(c2nc3c(C(F)(F)F)cccc3s2)C1 | i |
| CCOc1ccc(-c2ccc(=O)n(CC(=O)Nc3cc(C(F)(F)F)ccc3Cl)n2)cc1 | i |
| Cn1c(C(F)(F)F)nn(CCNC(=O)c2cccc(-n3cnnn3)c2)c1=O | i |
| COc1ccccc1NC(=O)N1CCC(CNC(=O)c2ccccc2C(F)(F)F)CC1 | i |
| O=C(CSc1nccnc1N1CCSCC1)Nc1ccc(Cl)cc1C(F)(F)F | i |
| Cc1cc(NCCN2CCOCC2)n2nc(C(F)(F)F)c(-c3ccccc3)c2n1 | i |
